Source: PubChem
DRD3 antagonist = antagonists of human D3 dopamine receptor. actives 2.5% (n = 360,000). max response, negative = inhibition, %. D3R cells, DiscoveRx beta-arrestin luminescence, antagonist mode; hits give low values. P35462; in the data active means max response below about -50%; inconclusive means no clear call, values can overlap the other calls; further: on the % scale 0 is the no-effect control and ±100 the full control effect; mostly tested at two doses, the higher about 12 µM
Target sequence (P35462 whole entry, looked up): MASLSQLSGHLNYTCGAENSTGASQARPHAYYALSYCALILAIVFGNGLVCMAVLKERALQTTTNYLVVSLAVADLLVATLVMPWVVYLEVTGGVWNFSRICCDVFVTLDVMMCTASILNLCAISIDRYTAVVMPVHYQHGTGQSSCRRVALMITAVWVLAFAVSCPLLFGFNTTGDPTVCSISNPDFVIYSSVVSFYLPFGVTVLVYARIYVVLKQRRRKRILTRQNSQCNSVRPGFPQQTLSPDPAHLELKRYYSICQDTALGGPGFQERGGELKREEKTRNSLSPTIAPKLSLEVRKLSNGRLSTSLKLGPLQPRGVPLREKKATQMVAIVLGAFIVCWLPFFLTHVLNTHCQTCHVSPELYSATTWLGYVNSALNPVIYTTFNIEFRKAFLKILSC
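Cells plated overnight at 1500 cells/well, then exposed to library compounds with dopamine controls for 90 minutes at 37 degrees C. DiscoveRx reagent added for 30–60 minutes at room temperature; luminescence read, quantitative HTS format.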
GLP1R ag = activates the human GLP-1 receptor; P43220; HEK293 GLP-1R CRE-luciferase, luminescence, 4-6 h; cells express a hypersensitive GLP-1R form; Potency, µM (titrated, usually from 45.6 µM), without a hit: top-dose activation, most hits filed as activators; actives 0.007% (n = 380,000); further: potency means the concentration at half of the fitted maximal effect; % of control where 0% means no effect
Target sequence (P43220 whole entry, looked up): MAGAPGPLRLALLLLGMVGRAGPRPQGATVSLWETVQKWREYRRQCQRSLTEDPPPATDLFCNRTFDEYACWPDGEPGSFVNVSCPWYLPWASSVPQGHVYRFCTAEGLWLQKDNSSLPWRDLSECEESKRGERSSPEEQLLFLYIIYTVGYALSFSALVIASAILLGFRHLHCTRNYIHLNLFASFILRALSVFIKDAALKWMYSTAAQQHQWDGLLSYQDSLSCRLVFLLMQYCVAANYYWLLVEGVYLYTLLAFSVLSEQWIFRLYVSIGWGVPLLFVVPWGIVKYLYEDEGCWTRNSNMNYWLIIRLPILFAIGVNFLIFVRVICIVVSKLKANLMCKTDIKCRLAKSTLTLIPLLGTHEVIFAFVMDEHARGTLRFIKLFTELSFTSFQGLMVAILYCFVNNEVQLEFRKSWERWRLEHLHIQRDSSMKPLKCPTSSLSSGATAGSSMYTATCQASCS
KB-V1 cytotox = KB-V1 MDR subline cytotoxicity; KB-V1 MDR cells viability, CellTiter-Glo, 72 h; Potency, µM (titrated, usually from 46.1 µM), for inactives: at the highest dose activity change, negative = cytotoxicity, actives largely listed as cytotoxic; actives 3.4% (n = 400,000); AID 1347076; further: potency means the concentration at half of the fitted maximal effect; on the % scale 0 is the no-effect control and ±100 the full control effect; nearly all actives have a fitted effect of over 60% in size
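Following 72 h at 37 degrees C with compound, KB-V1 cell viability was read by CellTiter-Glo luminescence, medium being phenol-red-free DMEM plus 10% FBS; concentration-response parameters came from normalized, curve-fitted qHTS data.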
SW480 rereplic = DNA re-replication induction in SW480 cells; AID 624297; SW480 DNA re-replication, Hoechst DNA content imaging, 48 h; Potency, µM (titrated, usually from 46.1 µM), for the others: at the highest dose re-replication activation, hits mostly activators; actives 1.8% (n = 340,000); further: potency means the concentration at half of the fitted maximal effect; % of control where 0% means no effect; nearly all actives have a fitted effect of over 55% in size
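Readout is total intensity of Hoechst-stained nuclei, excited at 405 nm and collected at 500-530 nm. Compound treatment lasted 48 hr at 37 C in 5% CO2 before staining.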
IL-1B inflam inh = blocks inflammasome-driven IL-1 beta release | THP-1 LPS/ATP IL-1B secretion, AlphaLISA, 16 h; hits give low values | activity change, % at 57.5 µM | actives 4.7% (n = 360,000) | AID 743279; in the data active means activity change below about -50%; inconclusive means mostly about -30% to -49%; further: on the % scale 0 is the no-effect control and ±100 the full control effect
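Secreted IL-1B measured by AlphaLISA bead assay after 16 h compound exposure of THP-1 cells; compounds (final up to 57.5 uM) added 1 h before LPS (250 ng/mL) and ATP (1.25 mM) stimulation; lower signal means less secretion.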
KB-3-1 tox = kills parental KB-3-1 adenocarcinoma cells. Potency, µM (series often up to 46.1 µM), inactives show at the top dose activity change, negative = cytotoxic, actives largely listed as cytotoxic. AID 1347075. KB-3-1 viability, CellTiter-Glo ATP luminescence, 72 h. actives 1.4% (n = 400,000); further: potency means the concentration at half of the fitted maximal effect; on the % scale 0 is the no-effect control and ±100 the full control effect; nearly all actives have a fitted effect of over 60% in size
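Parental KB-3-1 adenocarcinoma cells in phenol-red-free DMEM with 10% FBS were pin-treated with compounds at several concentrations, incubated 72 h at 37 °C, and viability read by CellTiter-Glo luminescence; concentration-effect curves were fitted after normalization.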
D3 ag = agonists of human D3 dopamine receptor; D3R DiscoveRx beta-arrestin cells, luminescence, 90 min; max activation, %; AID 652048; P35462; actives 0.58% (n = 410,000); in the data active means max activation above about 30%; further: 0% is about no effect; mostly tested at two doses, the higher about 12 µM
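Agonist mode: compounds and dopamine controls were applied to plated cells for 90 min at 37 degrees C after an overnight attachment at 1500 cells/well. Luminescent read-out followed 30 - 60 minutes at room temperature with DiscoveRx detection reagent.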
HT1080 IDH1KD tx = kills HT-1080 cells with IDH1 knockdown | HT-1080 IDH1 knockdown viability, ATP luminescence, 48 h | Potency, µM (highest dose often 46.1 µM), without a hit: at the highest dose activity, negative = toxicity, hits mostly cytotoxic | actives 2% (n = 360,000) | AID 686971;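 further: potency means the concentration at half of the fitted maximal effect; 0% = DMSO wells and -100% = cell-free medium wells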
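Viability of IDH1-knockdown HT-1080 fibrosarcoma cells was assessed by CellTiter-Glo after 48 h at 37 °C with titrated compound; concentration-effect curves were classified by fit quality and response size.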
HT1080NT lethal = kills 2HG-producing HT-1080-NT fibrosarcoma cells. HT-1080-NT fibrosarcoma viability, CellTiter-Glo ATP luminescence, 48 h. Potency, µM (series often up to 46.1 µM), for the others: top-dose activity, negative = less viability, actives largely listed as cytotoxic. actives 1.6% (n = 360,000);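 further: NT is the 2HG producing partner of a matched IDH1 knockdown line; potency means the concentration at half of the fitted maximal effect; 0% = DMSO-treated cells and -100% = media-only wells without cells; nearly all actives have a fitted effect of over 55% in size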
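Toxicity toward the 2HG-producing NT line was scored as %Activity, normalised to DMSO and no-cell wells, from CellTiter-Glo luminescence after 48 hours' treatment.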
Numbers without * were called inactive; u = inconclusive; x = not tested or not shown; [ ] = remark or other dose. Unless noted, the call rests on the fitted dose curve; in most records, active means well fitted curve in the direction sought with a large enough effect; inconclusive means small, poorly fitted or top-dose-only effect, or another doubt; inactive means no such curve, though single readings can be large; an effect the other way counts as inactive or inconclusive.

No. | molecule | DRD3 antagonist | GLP1R ag | KB-V1 cytotox | SW480 rereplic | IL-1B inflam inh
1 | COc1ccc(OCC(=O)N2CCN(Cc3c[nH]c4ccccc34)CC2)cc1 | -9.1 | 6.8% | 16.4µM* | -2.8% | -9.1
2 | CN(C(=O)Oc1ccc(C(=O)c2ccc(Cl)cc2)cc1)c1ccccc1 | -10.6 | 1.3% | 0.0% | -0.5% | -19.8
3 | C[C@@]12CC[C@@H](c3cc4c(cc3C1)OCO4)N2c1ccccc1 | -1.3 | x | -3.4% | x | 29.9
4 | O=C(Cc1ccccc1)Oc1cccc(N2C(=O)CCC2=O)c1 | 17.0 | -22.2% | u | -2.6% | 10.1
5 | CCC(=O)N1c2ccc(S(=O)(=O)CCC(=O)N3CCC4(CC3)OCCO4)cc2CC1C (centres undefined) | 6.9 | -5.9% | 0.9% | -0.7% | 15.1
6 | Cc1nn(-c2ccccc2)c(Cl)c1C1C(C#N)=C(N)Oc2c1c(=O)oc1ccccc21 (centres undefined) | 0.0 | -9.1% | u | -1.8% | 8.6
7 | CCOc1cccc(=NC2CCCCC2)c2c(C)[nH]c(C)c12 | 13.5 | -4.7% | u | -33.0% | x
8 | CCCCCCn1c(O)c(/C=N/N2CCCCCC2)c(=O)[nH]c1=O | 9.7 | 6.3% | -11.3% | -4.4% | 23.7

No. | KB-3-1 tox | D3 ag | HT1080 IDH1KD tx | HT1080NT lethal
1 | -6.3% | -10.6 | -0.2% | -0.5%
2 | -3.0% | 1.2 | -3.7% | -5.5%
3 | 0.1% | -3.5 | 6.4% | 15.2%
4 | 6.6% | -2.2 | 12.8% | 18.5%
5 | 26.9% | 0.1 | -1.6% | 10.3%
6 | 14.0% | 0.0 | 7.6%[9.24 µM] | -0.7%
7 | u | 16.7 | 20.6µM* | 20.6µM*
8 | 10.5% | 4.8 | 13.9% | 14.0%

More compounds follow:
No. | molecule | DRD3 antagonist | GLP1R ag | KB-V1 cytotox | SW480 rereplic | IL-1B inflam inh
9 | CCn1c(O)c(C=Nc2ccc(S(N)(=O)=O)cc2)c(=O)[nH]c1=S | 8.2 | -9.5% | 14.6% | -73.5%[inhibitor] | -5.4
10 | Cc1cc(/C=C2\C(=O)NC(=S)N(C)C2=O)c(C)n1C1CCCCC1 | -25.3 | -20.6% | -10.8% | -33.9%[inhibitor] | 13.2
11 | CCOC(=O)C1=C(N)Oc2cc(C)oc(=O)c2C12C(=O)N1c3c(cccc32)C(C)CC1(C)C (centres undefined) | 27.3 | 2.4% | -27.7% | -7.9% | 39.7
12 | CSc1nc(C)c(Br)c(N2CC2)n1 | -5.6 | 13.6% | 13.2% | u | -3.9
13 | CC(C)C1CN1CC(O)Cn1ccnc1[N+](=O)[O-] (centres undefined) | -3.5 | -6.4% | -8.1% | x | -16.7
14 | O=C(O)C12C3CCCC1C32c1ccccc1 (centres undefined) | -5.6 | -11.0% | -1.1% | 0.9% | 18.1
15 | CCC(C)C1NC(=O)C2CCCN2C(=O)C(CC(C)C)OC(=O)CCNC(=O)C(C)N(C)C(=O)C(C(C)C)N(C)C1=O (centres undefined) | 0.0 | 9.2% | -13.9% | 11.6µM* | -13.6
16 | CC(C)CCNC(=O)c1c(N)n(CC2CCCO2)c2nc3ccccc3nc12 (centres undefined) | 11.5 | -5.8% | u | 5.17µM* | u

No. | KB-3-1 tox | D3 ag | HT1080 IDH1KD tx | HT1080NT lethal
9 | 10.6% | 2.8 | 10.6% | 18.1%
10 | 4.1% | -7.6 | 0.0% | 0.3%
11 | -1.1% | 4.2 | -3.7% | 3.9%
12 | 1.3% | 1.4 | 5.6% | 1.8%
13 | -0.9% | -12.6 | u | u
14 | 4.2% | 13.3 | 0.1% | 2.4%
15 | 4.61µM* | 2.3 | 23.1µM* | 18.4µM*
16 | u | 2.8 | u | u

Whole records, quoted from the list. Order of screens: DRD3 antagonist	GLP1R ag	KB-V1 cytotox	SW480 rereplic	IL-1B inflam inh	KB-3-1 tox	D3 ag	HT1080 IDH1KD tx	HT1080NT lethal
Entry for CCCCCCn1c(O)c(/C=N/N2CCCCCC2)c(=O)[nH]c1=O : 9.7	6.3%	-11.3%	-4.4%	23.7	10.5%	4.8	13.9%	14.0%
Entry for CN(C(=O)Oc1ccc(C(=O)c2ccc(Cl)cc2)cc1)c1ccccc1 : -10.6	1.3%	0.0%	-0.5%	-19.8	-3.0%	1.2	-3.7%	-5.5%

The listing continues.
No. | molecule | DRD3 antagonist | GLP1R ag | KB-V1 cytotox | SW480 rereplic | IL-1B inflam inh
17 | O=C1CC(c2ccccc2)CN1 (centres undefined) | 1.6 | -0.2% | 16.6% | -8.9% | 1.9
18 | CC(NC(=O)Cc1cccc2ccccc12)C(=O)N1CCC(=O)CC1 (centres undefined) | 1.4 | 5.4% | 17.6% | 0.6% | 12.2
19 | Cc1ccc(/C=C2\C(=O)NC(=S)N(c3ccccc3F)C2=O)s1 | -7.1 | -3.0% | 0.1% | u | -99.0*
20 | CC1CC(C)(O)CC(C(O)CC2CC(=O)NC(=O)C2)C1=O (centres undefined) | -6.9 | -14.5% | 6.51µM* | u | -101.0*
21 | CC(C)(C)c1ccc(O)c(N=Cc2c(O)ccc3ccccc23)c1 | -16.9 | -4.0% | -23.8% | u | 78.7
22 | CC(=NCCCn1ccnc1)c1c(O)n(C)c(=O)n(C)c1=O | 10.9 | -13.7% | 25.6% | -2.6% | 82.7
23 | N#Cc1ccc(C(=O)N2Cc3cnnn3-c3ccccc3C2C#N)cc1 (centres undefined) | 1.6 | -0.7% | 0.0% | -4.9%[9.22 µM] | 16.0
24 | Fc1ccc(CNCCc2ccc3c(c2)OCO3)cc1 | -22.5 | -5.2% | -0.9% | -1.8% | -10.7
25 | CC1CCN(C(=O)N2c3ccccc3Sc3ccccc32)CC1 | 12.0 | 14.9% | u | 0.0% | 12.9
26 | CCC(=O)Nc1ccc(N2CCN(CC)CC2)c(Cl)c1 | -11.5 | -9.7% | -28.3% | -28.4% | 5.8

No. | KB-3-1 tox | D3 ag | HT1080 IDH1KD tx | HT1080NT lethal
17 | 16.5% | 21.0 | 9.3% | 14.9%
18 | 1.4% | 4.8 | 0.4% | 1.5%
19 | u | -2.8 | u | u
20 | 0.92µM* | 1.1 | 0.164µM* | u
21 | u | 15.6 | -27.2% | -7.5%
22 | 9.3% | 4.7 | -6.4% | 2.7%[9.24 µM]
23 | 18.7% | -0.5 | 11.8% | 5.4%
24 | 1.8% | -4.8 | -1.6% | -1.9%
25 | u | 8.0 | -5.4%[9.24 µM] | u
26 | 7.5% | -6.7 | -2.1% | -3.1%

Some of the entries above in a different format.
Order of results – DRD3 antagonist | GLP1R ag | KB-V1 cytotox | SW480 rereplic | IL-1B inflam inh | KB-3-1 tox | D3 ag | HT1080 IDH1KD tx | HT1080NT lethal
12) CSc1nc(C)c(Br)c(N2CC2)n1
 : -5.6 | 13.6% | 13.2% | u | -3.9 | 1.3% | 1.4 | 5.6% | 1.8%
13) CC(C)C1CN1CC(O)Cn1ccnc1[N+](=O)[O-] (centres undefined)
 : -3.5 | -6.4% | -8.1% | x | -16.7 | -0.9% | -12.6 | u | u
14) O=C(O)C12C3CCCC1C32c1ccccc1 (centres undefined)
 : -5.6 | -11.0% | -1.1% | 0.9% | 18.1 | 4.2% | 13.3 | 0.1% | 2.4%
15) CCC(C)C1NC(=O)C2CCCN2C(=O)C(CC(C)C)OC(=O)CCNC(=O)C(C)N(C)C(=O)C(C(C)C)N(C)C1=O (centres undefined)
 : 0.0 | 9.2% | -13.9% | 11.6µM* | -13.6 | 4.61µM* | 2.3 | 23.1µM* | 18.4µM*
16) CC(C)CCNC(=O)c1c(N)n(CC2CCCO2)c2nc3ccccc3nc12 (centres undefined)
 : 11.5 | -5.8% | u | 5.17µM* | u | u | 2.8 | u | u
17) O=C1CC(c2ccccc2)CN1 (centres undefined)
 : 1.6 | -0.2% | 16.6% | -8.9% | 1.9 | 16.5% | 21.0 | 9.3% | 14.9%
18) CC(NC(=O)Cc1cccc2ccccc12)C(=O)N1CCC(=O)CC1 (centres undefined)
 : 1.4 | 5.4% | 17.6% | 0.6% | 12.2 | 1.4% | 4.8 | 0.4% | 1.5%
19) Cc1ccc(/C=C2\C(=O)NC(=S)N(c3ccccc3F)C2=O)s1
 : -7.1 | -3.0% | 0.1% | u | -99.0* | u | -2.8 | u | u
20) CC1CC(C)(O)CC(C(O)CC2CC(=O)NC(=O)C2)C1=O (centres undefined)
 : -6.9 | -14.5% | 6.51µM* | u | -101.0* | 0.92µM* | 1.1 | 0.164µM* | u
21) CC(C)(C)c1ccc(O)c(N=Cc2c(O)ccc3ccccc23)c1
 : -16.9 | -4.0% | -23.8% | u | 78.7 | u | 15.6 | -27.2% | -7.5%
22) CC(=NCCCn1ccnc1)c1c(O)n(C)c(=O)n(C)c1=O
 : 10.9 | -13.7% | 25.6% | -2.6% | 82.7 | 9.3% | 4.7 | -6.4% | 2.7%[9.24 µM]
23) N#Cc1ccc(C(=O)N2Cc3cnnn3-c3ccccc3C2C#N)cc1 (centres undefined)
 : 1.6 | -0.7% | 0.0% | -4.9%[9.22 µM] | 16.0 | 18.7% | -0.5 | 11.8% | 5.4%

The list is partial (hit frequency here may not be typical).
